# High-throughput results: PubChem BioAssay, National Center for Advancing Translational Sciences (NCATS)
# AmpC detergent – AmpC beta-lactamase inhibition with detergent present; AmpC hydrolysis of nitrocefin, absorbance 480 nm, 0.01% Triton; Potency, µM (series often up to 114 µM), for the others: top-dose activity change, negative = inhibition, most hits filed as inhibitors; 370,000 tested, 0.041% active;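 further: potency means the concentration at half of the fitted maximal effect; 0% = no-compound wells and -100% = no-enzyme wells; nearly all actives have a fitted effect of over 25% in size; some results filed as inactive show a strong effect at the top dose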
# Target sequence (P00811 whole entry, looked up): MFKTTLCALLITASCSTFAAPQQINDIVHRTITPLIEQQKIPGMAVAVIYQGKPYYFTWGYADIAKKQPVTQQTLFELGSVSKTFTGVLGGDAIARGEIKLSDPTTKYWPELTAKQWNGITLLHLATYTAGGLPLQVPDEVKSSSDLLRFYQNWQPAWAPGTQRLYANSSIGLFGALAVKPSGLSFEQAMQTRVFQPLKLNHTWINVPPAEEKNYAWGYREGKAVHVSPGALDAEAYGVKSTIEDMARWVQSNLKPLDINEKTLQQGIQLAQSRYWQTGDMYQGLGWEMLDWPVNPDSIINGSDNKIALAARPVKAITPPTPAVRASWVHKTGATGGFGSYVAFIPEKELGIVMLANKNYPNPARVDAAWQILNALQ
#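 20 mM phosphate pH 7.0 + 0.01% (detergent screen) or 0.0001% Triton X-100; 5.3 nM AmpC reagent; cpd preinc 15 min RT; nitrocefin (800 uM stock) to start; A480 q20 s × 4 min; Activity was normalised to no-enzyme and no-compound control wells.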
# FBPA Giardia inh – inhibitors of Giardia lamblia fructose-1,6-bisphosphate aldolase | 290,000 tested, 0.71% active | purified Giardia FBPA | Potency, µM (series often up to 59.6 µM), for the others: at the highest dose activity, negative = inhibition, usual class: inhibitors | A8B2U2; further: potency means the concentration at half of the fitted maximal effect; nearly all actives have a fitted effect of over 55% in size
# Target sequence (A8B2U2 whole entry, looked up): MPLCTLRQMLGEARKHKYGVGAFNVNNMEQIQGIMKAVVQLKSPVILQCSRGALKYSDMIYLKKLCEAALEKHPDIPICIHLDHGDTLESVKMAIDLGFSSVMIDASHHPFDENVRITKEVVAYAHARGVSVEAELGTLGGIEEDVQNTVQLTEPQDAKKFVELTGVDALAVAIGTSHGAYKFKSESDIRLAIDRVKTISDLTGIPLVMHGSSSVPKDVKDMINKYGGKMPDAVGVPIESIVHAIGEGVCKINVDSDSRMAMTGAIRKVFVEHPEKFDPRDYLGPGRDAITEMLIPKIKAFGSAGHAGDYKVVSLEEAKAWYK
#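 Giardia FBPA (40 nM reagent) was preincubated 10 min at RT with compound (up to 57.5 uM final), then substrate plus GAPDH/TPI/NAD/arsenate coupling system with diaphorase/resazurin was added; resorufin fluorescence (525/598 nm) was read after 20 min.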
# AmpC inh no detg – AmpC beta-lactamase inhibition without detergent. P00811. AmpC nitrocefin hydrolysis, absorbance 480 nm, 0.0001% Triton. Potency, µM (doses to about 57.1 µM), for the others: at the top dose activity change, negative = inhibition, most hits filed as inhibitors. 330,000 tested, 0.52% active;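 further: potency means the concentration at half of the fitted maximal effect; plate controls were no compound for no effect and no enzyme for full effect; nearly all actives have a fitted effect of over 20% in size; some results filed as inactive show a strong effect at the top dose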
#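 AmpC (5.3 nM in the dispensed reagent) in 20 mM phosphate pH 7.0 with 0.01% (detergent screen) or 0.0001% Triton X-100 was preincubated with compounds for 15 min at room temperature. Nitrocefin was then added from an 800 uM solution, and hydrolysis was followed at 480 nm.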
# HCV inh – blocks hepatitis C virus. Huh7.5.1 HCVcc-Cre infection, luciferase reporter, 44 h. Potency, µM (doses to about 41.8 µM), for inactives: top-dose activity change, negative = inhibition, usual class: inhibitors. 340,000 tested, 3.4% active; further: potency means the concentration at half of the fitted maximal effect
#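 Antiviral activity was scored by luciferase reporter output from cells infected with HCVcc-Cre (~0.5 moi) in presence of compound, 44 h infection period, cells seeded 1,000/well 4 h prior.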
# HCMV inh – human cytomegalovirus inhibition | HFF cells, HCMV-luciferase reporter, 72 h; hits give low values | activity change, negative = inhibition, % at 57.5 µM | 410,000 tested, 4.5% active | AID 1259415; in the data active means activity change below about -60%; inconclusive means no clear call, values can overlap the other calls; inactive means above about -39%
#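 Inhibition of viral replication was scored as loss of reporter luminescence in HFFs infected with HCMV-luciferase (MOI 1 PFU/cell) for 72 h; compounds tested at 2 doses, normalized to buffer and Salinomycin controls.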
# Sm TGR block – S. mansoni TGR enzyme inhibition; Q962Y6; purified TGR, DTNB reduction, TNB absorbance 405 nm; Potency, µM (doses to about 114 µM), for inactives: at the highest dose activity change, negative = inhibition, hits mostly inhibitors; 360,000 tested, 3% active; AID 485364; further: potency means the concentration at half of the fitted maximal effect; nearly all actives have a fitted effect of over 60% in size
#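 TGR 20 nM + NADPH 100 uM (dispensed conc.), cpd preinc 15 min RT; start with NADPH (500 uM addition) then DTNB (15 mM addition). Kinetic TNB absorbance, 405 nm filter. Four-parameter Hill fit across titration.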
# The depositor's hits bear a star; ? = inconclusive; / = not tested or not shown; [ ] = dose if it differs, or a comment. Unless noted, the call rests on the fitted dose curve; in most records, active means well fitted curve in the direction sought with a large enough effect; inconclusive means small, poorly fitted or top-dose-only effect, or another doubt; inactive means no such curve, though single readings can be large; an effect the other way counts as inactive or inconclusive. Unless noted, on the % scale 0 is the no-effect control and ±100 the full control effect. No enrichment for hits, and some 9.9% of all compounds hit somewhere here.
SMILES,AmpC detergent,FBPA Giardia inh,AmpC inh no detg,HCV inh,HCMV inh,Sm TGR block
COc1cccc(CC(=O)Nc2ccc3c(c2)OC2(CCCC2)O3)c1,6.9%,/,-18.2%,-20.4%,12.7,-1.0%
Cc1ccccc1-n1c(C)cc(/C=N/NC(=O)c2ccc(CN3CCOCC3)cc2)c1C,2.8%,4.1%,12.3%,?,-25.2,-7.6%
Cc1ccc(-c2cc3ncc(C#N)c(N)n3n2)cc1,2.5%,-1.4%,-24.5%,12.1%,35.7,-0.9%
COc1ccccc1N1CCN(C(=O)C(=O)c2cn(CC(=O)N3CCCCCC3)c3ccccc23)CC1,1.4%,/,186.6%[activator],1.7%,-38.0,-35.3%
COc1ccc(C(=O)O)cc1NC(=S)NC(=O)Cc1ccc(Cl)cc1,4.0%,5.9%,-32.7%,9.5%,-12.1,?
C=CCN(CC=C)C(=O)COC(=O)c1ccc(Sc2ncn[nH]2)c([N+](=O)[O-])c1,-4.8%,-10.8%,7.5%,-2.6%,-37.1,-8.6%
COc1cc(OC)cc(C(=O)N[C@H](C(=O)Nc2ccc3c(c2)OCO3)C(C)C)c1,-0.1%,-10.1%,-35.5%,?,-24.8,2.5%
O=C(Oc1ccc(Br)cc1C(=S)N1CCCC1)c1ccccc1F,-4.3%,2.1%,-32.5%,1.5%,-19.7,-9.1%
O=C(c1cccc([N+](=O)[O-])c1)c1ccc2c(c1)C(=O)N(c1c[nH]c(=O)[nH]c1=O)C2=O,-0.5%,1.7%,-16.5%,/,/,-8.1%
COc1cccc(C(=O)Nc2ccccc2F)c1,6.2%,-3.0%,-7.4%,9.0%,-36.3,/
Cc1ccc2nc(NC(=O)CN3CCOCC3)sc2c1,2.3%,-5.3%,-19.1%,?,-21.0,-10.8%
CCCCNC(=S)N1CCN(C(c2ccccc2)c2ccccc2)CC1,?,-0.1%,1.0%,?,-1.6,-1.5%
COc1ccc(N(C(=O)CNC(=O)c2ccco2)C(C(=O)NC2CCCC2)c2ccc(C)o2)cc1 (stereo unspecified),-13.4%,-3.9%,12.6%,16.0%,18.3,1.0%
CC(C)N(C(=O)[C@H]1C[C@H](CC(=O)NCc2ccco2)C(=O)N2CCc3c([nH]c4cc(-c5ccco5)ccc34)[C@]12C)C(C)C,/,/,138.7%[activator],?,-12.6,/
CN1CCN(S(=O)(=O)c2ccc(NC(=S)NC(=O)c3ccccc3)cc2)CC1,?,?,17.4%,1.5%,21.0,?
CC1(C)Cc2noc(N)c2C(C)(C)N1OC(=O)c1ccco1,-7.3%,3.7%,-12.3%,-13.2%,3.7,-7.1%
O=C(N/N=C/c1cc([N+](=O)[O-])cc(Br)c1O)C12CC3CCC(CC(C3)C1)C2,0.7%,?,-32.1%,-6.1%,0.0,12.9%
O=C1CC(Cc2ccccc2)C(=O)N1CCc1ccc2c(c1)OCO2 (stereo unspecified),-9.2%,2.8%,-16.6%,-3.7%,-22.8,0.0%
O=c1c2ccccc2sn1-c1nccs1,?,?,-13.3%[11.4 µM],?,-35.4,8.6%
N#Cc1ccc(N2CCNCC2)c(F)c1,-13.1%,1.0%,-1.4%,-4.7%,-6.3,4.5%[11.4 µM]
CCn1c(NCCCO)nc2c(c1=O)C(C)(CC)Cc1ccccc1-2 (stereo unspecified),-7.6%,-0.2%,154.7%[activator],-28.6%,2.3,6.8%
Cc1ccc(N=Cc2nc(-c3ccc(C)cc3)oc2O)cc1,8.9%,-4.7%,5.4%,8.3%,7.7,1.2%
COc1ccc(NC(=O)c2ccccc2SC)cc1OC,1.4%,-1.3%,-1.8%,-8.2%,9.9,-5.0%
CCOC(=O)C1(Cc2ccccc2C(F)(F)F)CCN(CCCn2cccn2)CC1,5.0%,-0.6%,96.2%[activator],-23.0%,?,6.1%
O=S1(=O)CCN2C(=N1)Sc1c2ccc2c1CCCC2,-4.8%,-22.9%,-4.9%,0.7%,25.9,17.5%[11.4 µM]

# Among those listed so far, two have bromine.
SMILES,AmpC detergent,FBPA Giardia inh,AmpC inh no detg,HCV inh,HCMV inh,Sm TGR block
O=C(Oc1ccc(Br)cc1C(=S)N1CCCC1)c1ccccc1F,-4.3%,2.1%,-32.5%,1.5%,-19.7,-9.1%
O=C(N/N=C/c1cc([N+](=O)[O-])cc(Br)c1O)C12CC3CCC(CC(C3)C1)C2,0.7%,?,-32.1%,-6.1%,0.0,12.9%

# The list goes on:
SMILES,AmpC detergent,FBPA Giardia inh,AmpC inh no detg,HCV inh,HCMV inh,Sm TGR block
CC1CN(C2CCCCC2)c2nc3c(c(=O)n(C)c(=O)n3C)n2C1 (stereo unspecified),-12.4%,-0.1%,1.0%,-8.7%,-9.8,1.7%
COc1ccc(/C=C/C(=O)N(CC(C)C)C2CCS(=O)(=O)C2)cc1 (stereo unspecified),-13.4%,/,-0.1%,5.7%,-31.6,-9.6%
CCc1cccc(NC(=O)C(Cc2ccccc2)NS(=O)(=O)c2ccc3c(c2)c(=O)n(C)c(=O)n3C)c1 (stereo unspecified),3.0%,/,/,/,-6.2,-3.4%
CN(C)S(=O)(=O)c1cc(NC(=O)CN2CCc3ccccc32)ccc1Cl,-8.6%,-29.1%,-0.7%,-21.6%,49.4,44.7µM*
COc1ccc2sc(-c3ccc(S(C)(=O)=O)cc3)c(C#Cc3cncn3C)c2c1,/,/,-3.3%,?,-20.6,/
O=C(NNC(=O)c1ccc2ncccc2c1)c1ccc(Cl)cc1,1.4%,3.2%,-11.8%,-5.4%,-14.0,2.4%
O=C1NC(=S)N/C1=C/c1ccc2c(c1)OCO2,-4.0%,-3.8%,-23.5%,9.9%,?,-7.4%
CC(C)CN(CCCNC(=O)c1cc(=O)[nH]c2ccc(S(=O)(=O)N3CCCC3)cc12)CC(C)C,-3.5%,/,/,/,-67.7*,-4.0%
CCCNS(=O)(=O)c1cc2c3c(c1)CCN3C(=O)CC2,?,-21.2%,-6.8%,14.6%,29.3,-1.6%
O=S(=O)(NCc1ccco1)c1cccc(S(=O)(=O)N2CCOCC2)c1,-5.2%,6.1%,-13.8%,14.1%,21.6,-8.4%
Cc1cc(=O)n(-c2ccccc2)n1-c1ccccc1,-7.2%,-2.6%,-6.5%,0.4%,13.5,-8.8%
CN(C)c1ccc(/C=N/NC(=O)c2ccnn2C)cc1,2.5%,-1.4%,-4.8%,6.0%,17.1,5.3%
CC(C)NC(=O)NC(=O)COc1cccc2c1OC(C)(C)C2,-11.1%,-1.2%,0.2%,-4.0%,6.4,0.2%
Cn1c(=O)oc2cc(S(=O)(=O)NCCC(=O)Nc3ccc(F)cc3F)ccc21,10.9%,/,/,/,9.3,-2.8%
N#CC1=C(N)Oc2cc3c(cc2C1c1ccc(Cl)cc1)OCO3 (stereo unspecified),?,-3.2%,-32.7%,-27.2%,-0.8,-13.2%
COC(=O)C1=C(c2c(C)noc2C)C[C@@H]2CC[C@H]1N2C(=O)NCC1CC1,-7.7%,/,-10.9%,12.1%,3.1,-20.2%
Cc1sc(NC(=O)c2ccccc2)c(C(=O)NCCN(C)C)c1C,-4.5%,/,2.3%,?,22.3,4.1%
COc1ccccc1Nc1nc(C)c(C(=O)Nc2ccccc2)s1,0.4%,-0.5%,-15.5%,?,?,-10.1%
O=C(COc1cccc(C(F)(F)F)c1)NCCCN1CCCC1=O,-19.9%,-6.3%,-0.9%,-4.0%,47.5,7.1%
Cc1cc(C(=O)COc2cccc([N+](=O)[O-])c2)c(C)n1C1CC1,-6.7%,/,-16.5%,11.2µM*,?,-35.0%
O=C(Nc1ccccc1)/C(=C/c1ccc([N+](=O)[O-])cc1)NC(=O)c1ccco1,-1.3%,-6.8%,-31.0%,8.1%,-16.6,0.0%
CCOC(=O)C(CC)n1cnc2sc3c(c2c1=O)CCC3 (stereo unspecified),0.3%,0.7%,-4.5%,-6.3%,-6.6,-30.1%
COc1ccc(-c2cc(OC(=O)c3cccc(Cl)c3)c3c(C)oc(C)c3c(=O)c2)cc1,19.6%,/,/,/,-3.4,22.4µM*
Cc1cccc(Nc2ncnc3nc[nH]c23)c1,-8.2%,-6.6%,-18.7%,-14.8%,118.6,3.2%
COc1cccc(/C=N\Nc2nncc(-c3ccccc3)n2)c1,-19.2%,-1.1%,-25.4%,-0.1%,-23.0,-6.7%

# Whole records, looked up by structure. Screens in order: AmpC detergent	FBPA Giardia inh	AmpC inh no detg	HCV inh	HCMV inh	Sm TGR block
# `CCn1c(NCCCO)nc2c(c1=O)C(C)(CC)Cc1ccccc1-2` (stereo unspecified) as listed: -7.6%	-0.2%	154.7%[activator]	-28.6%	2.3	6.8%
# `Cn1c(=O)oc2cc(S(=O)(=O)NCCC(=O)Nc3ccc(F)cc3F)ccc21` as listed: 10.9%	/	/	/	9.3	-2.8%
# `N#Cc1ccc(N2CCNCC2)c(F)c1` as listed: -13.1%	1.0%	-1.4%	-4.7%	-6.3	4.5%[11.4 µM]
# `CC1CN(C2CCCCC2)c2nc3c(c(=O)n(C)c(=O)n3C)n2C1` (stereo unspecified) as listed: -12.4%	-0.1%	1.0%	-8.7%	-9.8	1.7%
# `O=C(N/N=C/c1cc([N+](=O)[O-])cc(Br)c1O)C12CC3CCC(CC(C3)C1)C2` as listed: 0.7%	?	-32.1%	-6.1%	0.0	12.9%

# Remaining list, next part
SMILES,AmpC detergent,FBPA Giardia inh,AmpC inh no detg,HCV inh,HCMV inh,Sm TGR block
CN(C)CCNC(=O)C(=O)c1c(-c2ccccc2)cc2ccccn12,-1.8%,5.3%,-9.1%,4.3%,-39.5,-5.6%
Cc1ccc2nc3c(cc2c1)c(NC(=O)c1ccccn1)nn3CC(C)C,4.0%,-22.0%,-11.2%,-3.1%,18.7,-3.6%
CC(CCc1ccccc1)NC(=O)Cc1ccc([N+](=O)[O-])cc1 (stereo unspecified),-7.4%,0.5%,-4.9%,2.4%,-22.3,-7.1%
c1ccc(-c2nc(-n3nc4ccccc4n3)nc3ccccc23)cc1,-3.3%,5.5%,-17.1%,14.1µM*,-19.0,8.9%
Cc1ccc(NC(=O)c2ccc(CNS(=O)(=O)c3cccc(C(F)(F)F)c3)cc2)cc1,0.1%,1.3%,-30.1%,-9.3%,10.2,-17.6%
CCCCN(CCCC)C(=O)c1sc2nc(N3CCOCC3)c3c(c2c1N)CCCC3,0.7%,-12.7%,-20.9%,?,-0.4,-13.7%
Cc1nc(C(=O)N2CCOCC2)sc1C1(C)CC(c2ccccc2)=NO1 (stereo unspecified),-3.2%,-1.1%,10.0%,28.7%[8.37 µM],-34.1,0.1%

# 4 entries already listed, sorted by molar mass, lowest first:
SMILES,AmpC detergent,FBPA Giardia inh,AmpC inh no detg,HCV inh,HCMV inh,Sm TGR block
c1ccc(-c2nc(-n3nc4ccccc4n3)nc3ccccc23)cc1,-3.3%,5.5%,-17.1%,14.1µM*,-19.0,8.9%
CN(C)CCNC(=O)C(=O)c1c(-c2ccccc2)cc2ccccn12,-1.8%,5.3%,-9.1%,4.3%,-39.5,-5.6%
Cc1nc(C(=O)N2CCOCC2)sc1C1(C)CC(c2ccccc2)=NO1 (stereo unspecified),-3.2%,-1.1%,10.0%,28.7%[8.37 µM],-34.1,0.1%
CCCCN(CCCC)C(=O)c1sc2nc(N3CCOCC3)c3c(c2c1N)CCCC3,0.7%,-12.7%,-20.9%,?,-0.4,-13.7%
